TcdB GH inh: TcdB glycohydrolase inhibitors, primary screen, biochemical, single point, plate reader; Toxin B (Clostridioides difficile), P18177; TcdB glycohydrolase enzymatic assay; inhibition, % at 9.99 µM; 0.24% of 350,000 active; AID 652162, 2013; in the data active = inhibition above about 10%
Target sequence (P18177 whole entry, looked up): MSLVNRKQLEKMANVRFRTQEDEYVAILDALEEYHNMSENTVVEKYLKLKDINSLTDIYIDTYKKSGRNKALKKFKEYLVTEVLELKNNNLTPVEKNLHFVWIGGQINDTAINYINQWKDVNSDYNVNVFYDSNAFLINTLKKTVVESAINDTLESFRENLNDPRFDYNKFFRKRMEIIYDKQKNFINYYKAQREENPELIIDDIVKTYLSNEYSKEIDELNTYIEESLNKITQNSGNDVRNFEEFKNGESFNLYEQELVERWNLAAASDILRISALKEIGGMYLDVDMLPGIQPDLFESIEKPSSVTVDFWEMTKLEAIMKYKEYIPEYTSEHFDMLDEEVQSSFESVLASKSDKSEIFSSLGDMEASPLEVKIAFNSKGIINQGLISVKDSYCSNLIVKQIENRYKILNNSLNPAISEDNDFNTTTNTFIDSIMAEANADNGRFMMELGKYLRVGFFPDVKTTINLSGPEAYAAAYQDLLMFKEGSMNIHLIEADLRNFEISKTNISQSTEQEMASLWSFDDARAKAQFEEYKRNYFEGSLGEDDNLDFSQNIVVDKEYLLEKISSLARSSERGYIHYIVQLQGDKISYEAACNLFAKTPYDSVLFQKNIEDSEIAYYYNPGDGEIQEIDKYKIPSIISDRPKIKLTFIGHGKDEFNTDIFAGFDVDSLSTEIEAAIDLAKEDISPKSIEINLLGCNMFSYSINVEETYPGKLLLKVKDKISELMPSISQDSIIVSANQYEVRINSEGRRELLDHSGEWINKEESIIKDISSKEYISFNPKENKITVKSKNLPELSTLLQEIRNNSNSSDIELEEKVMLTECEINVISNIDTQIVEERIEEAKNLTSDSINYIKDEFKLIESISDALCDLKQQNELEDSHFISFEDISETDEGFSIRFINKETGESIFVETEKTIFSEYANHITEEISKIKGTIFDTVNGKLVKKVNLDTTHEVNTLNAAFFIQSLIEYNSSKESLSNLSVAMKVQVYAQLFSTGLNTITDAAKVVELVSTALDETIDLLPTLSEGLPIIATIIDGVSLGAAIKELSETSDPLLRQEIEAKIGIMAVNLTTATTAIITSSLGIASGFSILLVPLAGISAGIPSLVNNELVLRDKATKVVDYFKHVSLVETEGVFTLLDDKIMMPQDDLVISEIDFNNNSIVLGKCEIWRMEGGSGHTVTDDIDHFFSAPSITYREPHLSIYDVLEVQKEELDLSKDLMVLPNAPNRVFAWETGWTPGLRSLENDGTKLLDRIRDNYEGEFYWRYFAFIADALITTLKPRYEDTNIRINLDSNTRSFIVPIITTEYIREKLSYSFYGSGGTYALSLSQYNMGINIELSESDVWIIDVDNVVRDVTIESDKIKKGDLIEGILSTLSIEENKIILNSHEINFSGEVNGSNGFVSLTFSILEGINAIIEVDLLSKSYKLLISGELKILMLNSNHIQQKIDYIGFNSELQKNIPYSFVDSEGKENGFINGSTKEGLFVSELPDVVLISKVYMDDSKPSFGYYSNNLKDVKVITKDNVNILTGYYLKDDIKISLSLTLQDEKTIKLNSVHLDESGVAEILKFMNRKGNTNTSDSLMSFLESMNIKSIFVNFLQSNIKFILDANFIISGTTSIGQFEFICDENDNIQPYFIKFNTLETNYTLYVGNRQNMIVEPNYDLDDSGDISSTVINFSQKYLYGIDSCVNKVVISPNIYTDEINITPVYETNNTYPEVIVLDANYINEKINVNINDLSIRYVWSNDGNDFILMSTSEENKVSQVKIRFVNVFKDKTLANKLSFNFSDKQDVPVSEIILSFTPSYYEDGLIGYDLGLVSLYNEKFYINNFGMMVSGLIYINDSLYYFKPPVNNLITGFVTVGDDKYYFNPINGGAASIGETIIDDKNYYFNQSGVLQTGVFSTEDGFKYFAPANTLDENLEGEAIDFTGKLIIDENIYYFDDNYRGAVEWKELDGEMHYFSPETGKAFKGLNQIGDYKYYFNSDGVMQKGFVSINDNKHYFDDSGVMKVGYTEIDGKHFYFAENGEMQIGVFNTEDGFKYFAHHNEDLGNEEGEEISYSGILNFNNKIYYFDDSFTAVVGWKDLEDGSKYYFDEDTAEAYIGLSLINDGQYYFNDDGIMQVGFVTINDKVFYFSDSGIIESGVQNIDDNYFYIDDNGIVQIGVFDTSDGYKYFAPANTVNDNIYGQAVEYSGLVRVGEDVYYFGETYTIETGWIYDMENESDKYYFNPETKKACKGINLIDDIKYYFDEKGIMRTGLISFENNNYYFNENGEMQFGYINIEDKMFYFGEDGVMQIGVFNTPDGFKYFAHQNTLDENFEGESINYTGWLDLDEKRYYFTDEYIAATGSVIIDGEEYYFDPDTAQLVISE
* marks the source's active call; other numbers are inactive results.

SMILES	TcdB GH inh
COc1ccccc1C(=O)Nc1ccc2c(c1)C(=O)N(C)C[C@H](OC)[C@H](C)CN(C(C)=O)[C@H](C)CO2	-0.2
CNC[C@H]1OCCCC[C@@H](C)Oc2ccc(NS(=O)(=O)c3ccccc3)cc2C(=O)N([C@@H](C)CO)C[C@@H]1C	-1.4
C[C@@H]1CN([C@H](C)CO)C(=O)Cc2cc(NC(=O)c3ccncc3)ccc2O[C@@H]1CN(C)Cc1ccc(C(F)(F)F)cc1	0.9
COc1ccc(-c2ccc([C@@H]3[C@H](C#N)N(C(=O)C4CCCC4)[C@H]3CO)cc2)cc1	0.1
O=C(C[C@@H]1C=C[C@@H](NC(=O)C2CC2)[C@H](CO)O1)Nc1nccs1	0.5
COc1ccc(S(=O)(=O)N(C)C[C@@H]2Oc3ccc(NS(=O)(=O)c4cn(C)cn4)cc3CC(=O)N([C@H](C)CO)C[C@H]2C)cc1	0.8
CO[C@@H]1CN(C)C(=O)c2ccc(NC(=O)c3cc(C)on3)cc2OC[C@@H](C)N(C)C[C@@H]1C	0.7
Cc1noc(C)c1NC(=O)N(C)C[C@@H]1Oc2ccc(NC(=O)Nc3ccc4c(c3)OCO4)cc2CC(=O)N([C@@H](C)CO)C[C@@H]1C	0.0
CCCNC(=O)N(C)C[C@H]1Oc2ncc(C#Cc3ccncc3)cc2C(=O)N([C@@H](C)CO)C[C@@H]1C	-0.9
C[C@@H]1CN([C@@H](C)CO)C(=O)Cc2cc(NS(=O)(=O)c3ccc(F)cc3)ccc2O[C@H]1CN(C)C(=O)Nc1ccc(C(F)(F)F)cc1	0.2
C[C@@H]1CN([C@H](C)CO)C(=O)c2cc(-c3cccc(F)c3)cnc2O[C@@H]1CN(C)Cc1cncnc1	-3.3
C[C@@H]1CN([C@H](C)CO)C(=O)c2cc(NC(=O)CCN3CCOCC3)ccc2O[C@H]1CN(C)C(=O)Nc1cccc2ccccc12	0.2
COc1ccc(S(=O)(=O)N(C)C[C@@H]2Oc3ccc(NC(=O)Nc4ccc(C(F)(F)F)cc4)cc3C(=O)N([C@@H](C)CO)C[C@@H]2C)cc1	0.4
Cc1noc(C)c1S(=O)(=O)N(C)C[C@H]1OCCCC[C@H](C)Oc2ccc(NC(=O)C3CCCCC3)cc2C(=O)N([C@@H](C)CO)C[C@@H]1C	0.6
C[C@H](CO)N1C[C@H](C)[C@@H](CN(C)CC2CCCC2)Oc2cc(C#CC(C)(C)O)ccc2S1(=O)=O	1.1
C[C@H](CO)N1C[C@H](C)[C@H](CN(C)C(=O)C2CCCCC2)Oc2ncc(-c3ccccc3F)cc2C1=O	0.7
COc1cccc(S(=O)(=O)Nc2ccc3c(c2)[C@@H]2C[C@H](CC(=O)N4CCCCC4)O[C@H](CO)[C@@H]2O3)c1	-0.7
O=C(C[C@@H]1C[C@@H]2c3cc(NC(=O)C4CCOCC4)ccc3O[C@@H]2[C@H](CO)O1)NCc1cc(F)ccc1F	-5.6
COc1cccc(NC(=O)Nc2ccc3c(c2)C(=O)N(C)C[C@@H](OC)[C@@H](C)CN(C)[C@@H](C)CO3)c1	-0.8
C[C@@H]1CN([C@@H](C)CO)C(=O)c2cccc(NC(=O)c3ccc(-c4nccs4)cc3)c2O[C@@H]1CN(C)C(=O)Nc1ccc(C(F)(F)F)cc1	-0.4
C/C=C/c1ccc([C@@H]2[C@@H](CNC(=O)C3CC3)N(C(=O)CC)[C@H]2CO)cc1	-3.1
Cc1noc(C)c1NC(=O)N(C)C[C@@H]1Oc2c(NC(=O)Nc3cccc4ccccc34)cccc2C(=O)N([C@@H](C)CO)C[C@@H]1C	0.5
COc1ccc(NC(=O)N(C)C[C@H]2OCc3ccccc3-c3c(n(C)c4ccccc34)C(=O)N([C@@H](C)CO)C[C@@H]2C)c(OC)c1	-0.9
COc1ccc(CN2[C@@H]3CN(C(=O)CC(F)(F)F)c4ccccc4[C@@H]3[C@@H]2CO)cc1	1.2
C[C@H](CO)N1C[C@H](C)[C@@H](CN(C)C(=O)C2CC2)Oc2cc(C#CC3CC3)ccc2S1(=O)=O	-2.2
O=C(c1cccc(F)c1)N1C[C@@H]2[C@H](c3ccccc31)[C@H](CO)N2C(=O)C1CCCCC1	0.1
CO[C@@H]1CN(C)C(=O)c2cc(NC(=O)NC(C)C)ccc2OC[C@@H](C)N(Cc2ccccc2)C[C@@H]1C	-0.2
Cc1cc(C(=O)Nc2cccc3c2O[C@H](CN(C)C(=O)Nc2cccc4ccccc24)[C@H](C)CN([C@H](C)CO)C3=O)n(C)n1	-1.5
C[C@@H]1CCCCO[C@@H](CN(C)Cc2ccccc2)[C@@H](C)CN([C@@H](C)CO)C(=O)c2cc(NC(=O)CCC(F)(F)F)ccc2O1	0.4
COCC#Cc1cnc2c(c1)C(=O)N([C@H](C)CO)C[C@H](C)[C@H](CN(C)C(=O)c1cccc(F)c1)O2	0.4
COc1ccc(NC(=O)N(C)C[C@@H]2Oc3c(NC(=O)Nc4c(C)noc4C)cccc3C(=O)N([C@@H](C)CO)C[C@H]2C)cc1	-1.2
COc1cccc(-c2ccc3n(c2=O)C[C@@H]2[C@@H](CO)[C@H](C(=O)NC4CCCC4)N[C@H]32)c1	2.1
Cc1noc(C)c1NC(=O)N[C@H]1CC[C@@H](CC(=O)NCCCN(C)C)O[C@@H]1CO	-5.4
CC(C)NC(=O)Nc1ccc2c(c1)C(=O)N([C@H](C)CO)C[C@@H](C)[C@H](CN(C)C(=O)Nc1cccc3ccccc13)OCCCC[C@H](C)O2	0.6
C[C@H]1CN([C@@H](C)CO)C(=O)Cc2cc(NC(=O)CCN3CCOCC3)ccc2O[C@@H]1CN(C)Cc1ccc2c(c1)OCO2	-0.2
C[C@@H]1CN([C@H](C)CO)C(=O)Cc2cc(NC(=O)CCCCCC(=O)Nc3ccccc3N)ccc2O[C@H]1CN(C)S(=O)(=O)c1ccc(F)cc1	-0.7
CO[C@@H]1CN(C)C(=O)c2cc(NS(C)(=O)=O)ccc2OC[C@@H](C)N(C(=O)c2ccc3c(c2)OCO3)C[C@H]1C	0.8
CCNC(=O)C[C@H]1CC[C@@H]2[C@@H](COc3ccc(NS(=O)(=O)c4ccccc4C)cc3C(=O)N2C)O1	-0.2
COCC(=O)N[C@@H]1CC[C@H](CC(=O)NCc2ccccc2OC)O[C@@H]1CO	-3.7
Cc1ccc(S(=O)(=O)NCC[C@@H]2CC[C@@H](NC(=O)NC(C)C)[C@H](CO)O2)cc1	-0.3
C[C@@H]1CCCCO[C@@H](CN(C)S(C)(=O)=O)[C@@H](C)CN([C@@H](C)CO)C(=O)c2cc(NC(=O)C3CCCCC3)ccc2O1	0.9
C[C@@H]1CCCCO[C@H](CN(C)S(C)(=O)=O)[C@H](C)CN([C@@H](C)CO)C(=O)c2cc(NS(=O)(=O)c3cn(C)cn3)ccc2O1	-1.6
COc1ccc(S(=O)(=O)Nc2ccc3c(c2)C(=O)N([C@H](C)CO)C[C@H](C)[C@@H](CN(C)Cc2ccncc2)OCCCC[C@H](C)O3)cc1	0.2
O=C(C1CCOCC1)N1C[C@H]2[C@@H](c3ccccc31)[C@H](CO)N2C(=O)Nc1ccccc1F	-0.3
Cc1noc(C)c1NC(=O)Nc1ccc2c(c1)C(=O)N([C@@H](C)CO)C[C@H](C)[C@@H](CN(C)C(=O)Nc1cccc3ccccc13)O2	0.5
CO[C@H]1CN(C)C(=O)c2ccc(NC(=O)Cc3ccccc3)cc2OC[C@@H](C)N(C)C[C@H]1C	1.0
CCS(=O)(=O)NCC[C@H]1CC[C@@H](NC(=O)Nc2cc(Cl)cc(Cl)c2)[C@@H](CO)O1	-1.0
Cc1ccc(S(=O)(=O)N[C@@H]2C=C[C@H](CC(=O)NCc3ccncn3)O[C@H]2CO)cc1	0.3
CCC(=O)N(C)C[C@H]1Oc2cc(-c3ccccc3F)ccc2S(=O)(=O)N([C@@H](C)CO)C[C@H]1C	-0.9
CO[C@@H]1CN(C)C(=O)c2ccc(NC(=O)c3cc(C)on3)cc2OC[C@H](C)N(CC2CC2)C[C@H]1C	0.1
COc1ccc(-c2ccc([C@H]3[C@@H](C#N)N(C(=O)NC4CCCC4)[C@@H]3CO)cc2)cc1	-1.2
COc1ccc(-c2ccc([C@@H]3[C@@H](CO)N4C(=O)CN(C(=O)c5ccccc5)C[C@H]34)cc2)cc1	0.5
CN1C(=O)c2cc(NC(=O)Cc3cccs3)ccc2OC[C@@H]2O[C@@H](CC(=O)NCC3CCCCC3)CC[C@H]21	0.1
O=C(c1cccc(F)c1)N1CCCCN2[C@H](CO)[C@@H](c3ccc(-c4ccccc4)cc3)[C@@H]2C1	-0.1
OC[C@H]1[C@@H](c2ccc(-c3ccc(F)cc3)cc2)[C@@H]2CN(Cc3ccncc3)CCCCN12	1.9
CC(=O)Nc1ccc2c(c1)C(=O)N(C)[C@H]1CC[C@@H](CC(=O)NCc3ccc(Cl)cc3)O[C@H]1CO2	0.2
COCC(=O)N1C[C@@H]2[C@H](c3ccccc31)[C@@H](CO)N2Cc1ccccc1Cl	-0.1
C[C@H](CO)N1C[C@H](C)[C@@H](CN(C)C(=O)Nc2ccc(C(F)(F)F)cc2)OCCCC[C@H](C)Oc2ccc(NC(=O)Nc3cccc4ccccc34)cc2C1=O	0.5
C[C@H](CO)N1C[C@H](C)[C@@H](CN(C)C(=O)C2CCC2)Oc2cc(C#CCN(C)C)ccc2S1(=O)=O	-0.4
Cc1ccc(-c2ccc3c(c2)O[C@H](CN(C)S(C)(=O)=O)[C@H](C)CN([C@H](C)CO)S3(=O)=O)cc1	0.6

Other records.
SMILES	TcdB GH inh
C[C@H](CO)N1C[C@H](C)[C@@H](CN(C)C(=O)Nc2ccc3c(c2)OCO3)OCCCC[C@H](C)Oc2ccc(NS(=O)(=O)c3ccc(Cl)cc3)cc2C1=O	-2.3
COc1ccc2c3c([nH]c2c1)[C@@H](CO)N(C(=O)c1ccccc1)CC31CN(Cc2cccnc2)C1	1.4
O=C(C[C@@H]1C=C[C@@H](NC(=O)C2CCC2)[C@@H](CO)O1)NC1CCC1	-0.1
CC(=O)N[C@@H]1CC[C@@H](CC(=O)NCC2CCCCC2)O[C@@H]1CO	-8.8
C[C@@H]1CN([C@@H](C)CO)C(=O)c2cc(C#Cc3ccc(F)cc3)cnc2O[C@H]1CN(C)Cc1ccccn1	0.1
CN1C(=O)c2cc(NC(=O)C3CCOCC3)ccc2OC[C@@H]2O[C@H](CC(=O)NCCc3ccncc3)CC[C@H]21	-0.3
CN(C)C(=O)C[C@@H]1CC[C@@H](NC(=O)NC2CCCC2)[C@@H](CO)O1	0.4
COc1ccc(S(=O)(=O)N(C)C[C@H]2Oc3ccc(NS(=O)(=O)c4cn(C)cn4)cc3CC(=O)N([C@@H](C)CO)C[C@H]2C)cc1	0.5
Cc1noc(C)c1S(=O)(=O)Nc1ccc2c(c1)C(=O)N([C@H](C)CO)C[C@H](C)[C@H](CN(C)Cc1ccc(C(=O)Nc3ccccc3N)cc1)O2	-0.4
O=C(C1CC1)N1CC(=O)N2[C@H](C1)[C@H](c1ccc(C#CCc3ccccc3)cc1)[C@@H]2CO	1.2
O=C(CN1CCOCC1)NCC[C@@H]1CC[C@@H](NC(=O)c2ccccc2F)[C@H](CO)O1	0.7
C/C=C/c1ccc([C@H]2[C@@H](CO)N3C(=O)CN(Cc4ccccc4)C[C@H]23)cc1	-0.4
C[C@@H](O)C#Cc1cnc2c(c1)C(=O)N([C@@H](C)CO)C[C@H](C)[C@H](CN(C)C(=O)c1ccccc1F)O2	1.1
C[C@H](CO)N1C[C@H](C)[C@H](CN(C)C(=O)Cc2ccccc2)Oc2cc(-c3ccccc3)ccc2S1(=O)=O	0.4
CCNC(=O)[C@H]1[C@H](CO)[C@H]2Cn3c(cccc3=O)[C@@H]1N2CCC(F)(F)F	-0.6
OC[C@@H]1[C@H](c2ccccc2)C2(CN(Cc3cccnc3)C2)N1Cc1ccncc1	1.0
C[C@H](CO)N1C[C@H](C)[C@H](CN(C)Cc2ccc(C(F)(F)F)cc2)Oc2c(NC(=O)Nc3ccc(C(F)(F)F)cc3)cccc2C1=O	0.1
CO[C@@H]1CN(C)C(=O)c2ccc(NC(=O)C3CCOCC3)cc2OC[C@@H](C)N(C(C)=O)C[C@H]1C	0.8
CC(C)NC(=O)N(C)C[C@@H]1Oc2ccc(NS(=O)(=O)c3ccc(F)cc3)cc2CC(=O)N([C@@H](C)CO)C[C@@H]1C	-0.6
C[C@H](CO)N1C[C@H](C)[C@H](CN(C)C(=O)c2ccccc2)Oc2ncc(C#CC3CC3)cc2C1=O	-0.6

Only part of the results is shown, so the mix of outcomes need not match the whole.
